# Screening data as filed in PubChem BioAssay.
# mcGAS lum = mouse cGAS inhibition by luminescence; Q8C6L5; inhibition, % at 12.5 µM; recombinant cGAS, Kinase-Glo ATP depletion luminescence; actives 0.15% (n = 160,000);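 also: 0% = negative control wells and 100% = reference inhibitor with no enzyme activity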
# hcGAS inh = inhibitors of human cGAS | inhibition, % at 12.5 µM | Q8N884 | actives 0.081% (n = 290,000) | recombinant h-cGAS, ATP depletion, Kinase-Glo luminescence;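 also: 0% = vehicle reaction and 100% = reaction without DNA for no activity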
# Target sequence (Q8N884 whole entry, looked up): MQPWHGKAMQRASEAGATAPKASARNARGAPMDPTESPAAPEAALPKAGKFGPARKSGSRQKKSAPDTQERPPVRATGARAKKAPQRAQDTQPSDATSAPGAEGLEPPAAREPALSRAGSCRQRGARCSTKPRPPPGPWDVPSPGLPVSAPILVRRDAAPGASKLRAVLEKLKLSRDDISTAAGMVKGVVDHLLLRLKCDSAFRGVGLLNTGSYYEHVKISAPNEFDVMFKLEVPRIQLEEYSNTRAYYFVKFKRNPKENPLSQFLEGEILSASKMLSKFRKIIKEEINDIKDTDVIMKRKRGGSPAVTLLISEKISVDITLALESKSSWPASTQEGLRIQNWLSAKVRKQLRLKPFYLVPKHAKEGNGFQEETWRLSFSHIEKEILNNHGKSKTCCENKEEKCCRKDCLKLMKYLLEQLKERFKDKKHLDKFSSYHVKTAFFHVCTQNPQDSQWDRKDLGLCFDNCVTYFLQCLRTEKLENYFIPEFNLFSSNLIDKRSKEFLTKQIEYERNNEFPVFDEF
# NPYLR7 agonist = mosquito NPYLR7 agonism; AID 1259423; actives 0.15% (n = 270,000); HEK293T NPYLR7/Galpha15, GCaMP6s calcium fluorescence; activation, % at 10 µM; in the data active = activation above about 40%;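 also: 0% = vehicle and 100% = reference agonist at the receptor; some compounds past the cut are filed as inactive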
# An asterisk follows results filed as active; nt = not tested or not shown; & = joins results of further samples. Rule as the data show it, unless noted: active = inhibition above about 40%; inactive = the rest.
SMILES,mcGAS lum,hcGAS inh,NPYLR7 agonist
O=S(=O)(c1ccccc1)N1CCN(c2ncnc3c2CCNC3)CC1,nt,-4,3
Cc1cccc(CSc2nnc(CNC(=O)c3cccc([N+](=O)[O-])c3)n2-c2cc(Cl)ccc2Cl)c1,1,1,3
CC(C)C(NCC(O)COCc1ccccc1)c1nc(-c2ccc([N+](=O)[O-])cc2)no1 (stereo not drawn),-5,-2,16
O=c1c2cc3c(=O)n(C4CC4)ccc3nc2ccn1-c1ccncc1,nt,0,0
Cc1ccc(NC(=O)CSc2ccc3nnc(-c4ccncc4)n3n2)cc1,-2,-4,2
COc1ccccc1CCC(=O)N1CCc2c(c(C(=O)O)nn2CC2CC2)C1,nt,-4,0
c1ccc(-c2cn(-c3ccccc3)c3[n+]2CCCS3)cc1,-5,-5,-1
Cc1cccc(C2CCCN2C(=O)Cn2cc(CO)nn2)c1C (stereo not drawn),-17,-7&-9,-17&-2
CCc1nc(C)cn1S(=O)(=O)c1c(C)c(C)cc(C)c1C,nt,-6,5
CCc1noc(-c2cc(Cl)ccc2NC(=O)COC)n1,nt,-10,7
CN(CC1CCN(Cc2ccccc2)CC1)c1nncc(-c2ccccc2)n1,-3,-8&-6,20&-4
Cc1nc2ccccc2n(C)c1=O,nt,-5,12
CCC(C)n1c(C)cn2c3c(=O)n(CCCO)c(=O)n(C)c3nc12 (stereo not drawn),-10,-8,nt
Cc1ccc(CC(=O)Nc2ccnn2Cc2cc(Br)cs2)cc1,nt,-7,6
CC1CC(=O)NN=C1c1ccc(N2CCOCC2)c([N+](=O)[O-])c1 (stereo not drawn),nt,3,-5
CSc1ccc(C=NN2CCN(Cc3ccc(C)cc3C)CC2)cc1,-2,-7,-1
Cc1ccc(I)c(OCC#N)c1,nt,-8,8
CCOCCCN(CC(=O)N(Cc1ccccc1)Cc1cccn1Cc1cccc(OC)c1)C(=O)C1CCCC1,-5,-5,nt
O=C(NC(C(=O)N1CCCC1)C1CCN(C(=O)c2ccc(F)cc2)CC1)c1ccc2c(c1)OCO2 (stereo not drawn),-5,-4,11
Cc1ccc(-c2cc3c4nn(CC(=O)N5CCN(c6ccc(F)cc6)CC5)c(=O)n4ccn3n2)cc1C,-5,-3,-5
CCCn1nc(C(=O)Nc2cccc(S(=O)(=O)N3CCCCC3)c2)ccc1=O,-7,-9,2
COc1ccc(-n2cc(CNC(=O)N(C)C3CC3)nn2)cc1,-12,-8,0
CC(=O)O[C@@](C)(CCC=C(C)C)C1CC=C(C)CC1 (stereo partly drawn),nt,-6,-3
CCN(CC)C(=O)[C@@H]1C[C@H](n2cc(CN(C)C(=O)N3CCCC3)nn2)CN1,-3,-4,nt
O=C(Cn1cnc2c(nnn2-c2ccccc2)c1=O)N1CCc2ccccc21,nt,-2,10
CCc1nc2ccc(C(=O)N3CCN(C(=O)c4ccco4)CC3)cn2c1N(CC)Cc1ccc(OC)c(OC)c1,-3,-4,16
CN(C)c1ccc(CNc2nnc(Cl)cc2C(N)=O)cn1,-16,-4,1
CCc1nc2ccc(C(=O)N3CCCCC3)cn2c1N(CC)Cc1cccc(Br)c1,-2,-6,18
O=C(O)C=Cc1ccc([N+](=O)[O-])o1,nt,-4,10
Cc1nc2cc(C(=O)N3CCNC(=O)C3)ccc2s1,nt,-5,7
CNC(=O)CSc1nc(-c2ccccc2)c(NC(=O)c2ccccc2C)s1,-6,-2,-4
COc1cc([N+](=O)[O-])ccc1N1C(=O)C2C(C1=O)C1C=CC2C12CC2 (stereo not drawn),nt,-3,0
CCCNc1nc2c(C)cccn2c(=O)c1C=C1SC(=S)N(CC(C)C)C1=O,nt,-14,-2
CCC(C)N=C(NC(=O)c1cccc(C(F)(F)F)c1)OCCOC (stereo not drawn),2,0,-2
Cc1cc(=O)oc2cc(CN3CCN(C(=O)c4ccccc4)CC3)ccc12,nt,-1,25
c1ccn2cc(-c3ccc4c(c3)OCO4)cc2c1,nt,-8,5
O=C(Cn1ccn2nc(-c3ccc(Cl)cc3)cc2c1=O)NCc1ccc(F)cc1,-11,-6,5
O=C1CC(O)C(C(O)C(O)C(O)c2ccccc2)O1 (stereo not drawn),4,5,-13
Cc1ccc(N(CC(=O)N(Cc2ccccc2)Cc2ccccc2)S(=O)(=O)c2ccc(F)cc2)cc1,-7,-3,4
N#CC1C(=N)C(C#N)(C#N)C(c2cccc(F)c2)C2CCCC=C12 (stereo not drawn),-1,-6,17
Cc1ccc2nc(-c3ccccc3[N+](=O)[O-])c(NC3CCCCC3)n2c1,-7&-4,-6&-2,-5&22
CCc1c(C(N)=O)cnn1-c1ccc(NC(=O)c2cccc(Cl)c2)cc1,-5,4,1
CCN(CC)c1ccc(CNC(=O)c2cccc(C)n2)cn1,6,10,-3
O=C1CCC(CCC(=O)N2CCC(Sc3ccc(F)cc3)CC2)(Cc2cccs2)N1 (stereo not drawn),-10,-5,14
CCN(CC)C(=O)CCN1C(=O)/C(=C\c2ccc(F)cc2)SC1=S,-9,-5,-4
Fc1ccc(C2CCCN2Cc2nc(Cc3cccc(C(F)(F)F)c3)no2)cc1 (stereo not drawn),nt,-4,0
COc1ccc(C(=O)N2CCN(C(C(=O)NCc3ccncc3)C3CCCC3)CC2)cc1OC (stereo not drawn),nt,-2,-4
CSCCC(=O)N1CCC(O)(c2ccc3nc(C)ccc3c2)CC1,-17,-6,8
COCCCN(CC(=O)N1CCSC1c1ccc(F)cc1)Cc1c(F)cccc1F (stereo not drawn),-5,-8,-7
CCOC(=O)c1nn(CCC(C)C)c2c1CN(C(=O)CCc1nc3ccccc3[nH]1)CC2,-6,-17,15
# Other compounds
SMILES,mcGAS lum,hcGAS inh,NPYLR7 agonist
CCCCc1ccc(S(=O)(=O)NC(=O)C2(C)CCN2C(=O)C2CC2)cc1 (stereo not drawn),nt,-6,5
COc1cc(Cl)cc(CN(C)C(C)C(=O)N(C)C)c1OC (stereo not drawn),nt,-7,15
CC1(c2cccc3ccccc23)NC(=O)N(Cc2ccc(C(N)=O)cc2)C1=O (stereo not drawn),-3,-5,9
O=C(Nc1nnc(-c2ccco2)s1)c1ccccc1Cl,-7,-5,-11
COc1cc(C)c(CNCc2nncn2C)cc1OC,nt,-3,-1
Cc1cccc(C)c1NC(=O)c1cccc(CN2CCCCC2CCO)c1 (stereo not drawn),nt,-1,0
CC(C)Cc1nc(CCN2CCCCC2=O)n(-c2ccccc2)n1,-12,-7,32
COc1cccc(-c2cc(C(=O)N3CCN(C(=O)c4cc(C(F)(F)F)cc(C(F)(F)F)c4)CC3)c(C)n2-c2ccccc2F)c1,0,3,-1
CSc1nnc(SC(C(=O)Nc2ccc(F)cc2)C(C)C)s1 (stereo not drawn),nt,-15,12
COc1ccc(S(=O)(=O)N(CC(=O)N2CCCCCC2)c2ccc(C)cc2)cc1OC,-7,-3,3
CSc1nc(N2CCCC2)c2cnn(CCNC(=O)CC(C)C)c2n1,-6,-4,nt
COCCSc1nc(=O)n2cc(C)ccc2n1,-9,-8,1
CCN(C(=O)c1c(O)c2c(Cl)cccc2n(C)c1=O)c1ccccc1,-7,-4,0
CC(C)COC(=NCCCN1CCOCC1)NC(=O)c1cccs1,0,1,-7
Cc1[nH]n(-c2ccccc2)c(=O)c1N=Nc1ccc(C(=O)O)cc1,nt,-2,-2
CC(C)c1ccc(C2C(=C(O)c3ccccc3)C(=O)C(=O)N2CCN2CCOCC2)cc1 (stereo not drawn),0,5,0
Cc1ccc2n1CCNC2C (stereo not drawn),nt,-8,1
CCc1cc(C(=O)OC)c(NC(=S)NNC(=O)c2csc3ccccc23)s1,nt,2,72
O=C(c1cnn2c(C(F)(F)F)cc(-c3ccc(Br)cc3)nc12)N1CCc2ccccc2C1,-7,-6,5
O=C(c1ccc(-c2ccccc2)cc1)N(Cc1ccccc1)Cc1nc2cc(Cl)ccc2o1,-6,-3,0
Cc1ccsc1CN(C)C(=O)c1sc(S(N)(=O)=O)cc1C,nt,-1,-3
COCc1nn2c(=O)c(NC(=O)c3cccc(C)c3)cnc2s1,-7,-18,0
CCCn1cc(NC(=O)Nc2ccccc2C(F)(F)F)ccc1=O,nt,3,1
CN(C)N=CC=C1CCCC(=Cc2cccs2)C1=O,nt,-8,3
CCOC(=O)CCCSc1nnc(Cc2ccccc2)n1-c1cccc(C(F)(F)F)c1,-4,-10,12
Cc1c(C#N)c2nc3ccccc3n2c(=O)c1=CC1C(=O)NN(c2ccc(Cl)cc2)C1=O (stereo not drawn),16,17,0
Cc1cc2nnc(SCC(=O)Nc3ccccc3SCC#N)n2c2ccccc12,nt,-7,1
COc1ccc(Oc2ccc3c(C4CC4)noc3n2)c(F)c1,-7,-6,-1
CCCCN(C(=O)CCl)c1c(N)n(CC(C)C)c(=O)[nH]c1=O,-5,-5,-6
CC(C)(C)C(=O)CSc1nc2c(c(-c3cccs3)c1C#N)CCCC2,-8,4,7
COc1ccc(-c2cnnc(NCCCN3CCOCC3)n2)c(OC)c1,-10,-6,0
O=C(CCc1cccnc1)N1CCOC(COc2ccc3c(c2)CCCC3)C1 (stereo not drawn),nt,-5,4
CCOC(=O)c1cc(-c2ccc(Cl)cc2Cl)n(-c2ccc(C(=O)N3CCCCC3CC)cc2)n1 (stereo not drawn),-5,-2,6
CC(C)NS(=O)(=O)c1ccc(C(=O)N(CC(F)(F)F)c2ccccn2)cc1,0,0,-1
CC1=NNc2nc3c(c(=O)n(Cc4ccc(Br)cc4)c(=O)n3C)n2C1C (stereo not drawn),-8,-6,3
COCC(=O)Nc1ccc(-c2c(-c3ccc(N(C)C)cc3)nn(-c3ccc(C)cc3C)c2OC(C)=O)cc1,-4,-6,3
O=C(NCCc1ccccc1)C1CC(=O)N(CCc2ccccc2)C(=Nc2ccc(Cl)cc2)S1 (stereo not drawn),-5,-4,-1
CCc1nc2ccc(C(=O)NCc3ccc(N(C)C)cc3)cn2c1N(C)C(=O)c1ccncc1,-3,-6,22
C=C(C)Cn1c(=O)c2c(nc3n(CC)c(C)cn23)n(C)c1=O,nt,-2,-4
C=c1oc(C)cc1=C1NN=C(c2c(F)cccc2Cl)O1,nt,-6,-10

# 6 compounds drawn at random from those above, as already listed:
SMILES,mcGAS lum,hcGAS inh,NPYLR7 agonist
O=C(NCCc1ccccc1)C1CC(=O)N(CCc2ccccc2)C(=Nc2ccc(Cl)cc2)S1 (stereo not drawn),-5,-4,-1
CC1=NNc2nc3c(c(=O)n(Cc4ccc(Br)cc4)c(=O)n3C)n2C1C (stereo not drawn),-8,-6,3
COCC(=O)Nc1ccc(-c2c(-c3ccc(N(C)C)cc3)nn(-c3ccc(C)cc3C)c2OC(C)=O)cc1,-4,-6,3
CCc1nc2ccc(C(=O)NCc3ccc(N(C)C)cc3)cn2c1N(C)C(=O)c1ccncc1,-3,-6,22
C=C(C)Cn1c(=O)c2c(nc3n(CC)c(C)cn23)n(C)c1=O,nt,-2,-4
C=c1oc(C)cc1=C1NN=C(c2c(F)cccc2Cl)O1,nt,-6,-10

# Continued:
SMILES,mcGAS lum,hcGAS inh,NPYLR7 agonist
CN(C)CCNc1nc(Oc2cccc(F)c2)c2sccc2n1,nt,3,2
CCOCCOc1nc(-c2ccc(OC)cc2)n(-c2cccc(NC(=O)c3ccco3)c2)n1,-4,-11,15
CCOC(=O)CNc1c(-c2cccc(OS(=O)(=O)c3cccc(C(F)(F)F)c3)c2)nc2cccc(C)n12,-1,3,3
O=C(c1cnn2c1NC(c1ccc(F)cc1)CC2C(F)(F)F)N1CCCCC1 (stereo not drawn),-4,-4,11
Cc1c(O)c(=O)ccn1C,nt,-1&-4,-12&-1
Cc1ccc2c(c1)C1CCCC3C1N2CC(=O)N3Cc1ccccc1 (stereo not drawn),nt,-3,-13
COCCN(C(=O)Cn1nnnc1CN1CCCC1)C(C)C,-11,-8,14
Cc1ccc(NC(=O)C2CSCN2C(=O)c2csnn2)cc1C (stereo not drawn),nt,-8,6
O=C(CS(=O)Cc1ccc(-n2cccn2)cc1)NCC(F)(F)F (stereo not drawn),nt,-7,12
CC(=O)c1[nH]c(C)c(C(=O)NCCN(C)S(C)(=O)=O)c1C,nt,-7,12
CN1C(=O)N(Cc2ccccc2)C2(CCN(Cc3ccc(N(C)c4ccccc4)cc3)CC2)C1=O,-8,-18,22
O=C(NC1CC1)C1CN(Cc2ccc(-c3ccccn3)cc2)CCN1 (stereo not drawn),nt,-7,13
O=C(c1ccc2snnc2c1)N1CCN(Cc2ccc(-c3noc(-c4ccccc4)n3)cc2)CC1,-3,-3,31
COC(=O)c1ccc(NC(=O)c2cscc2C)cc1F,-13,-10,2
CCNC(=O)Nc1ccc(N(C)C)c(CN(C(=O)NCC)C2CCCCC2)c1,-5,-6,12
COc1cc2c(cc1OC)C(=O)OC2,nt,1,-10
N#CC(=Cc1ccc(O)cc1)C(N)=S,6,3,3
O=C1NCCN(Cc2cccc3ccccc23)C1CC(=O)N1CCCCCCC1 (stereo not drawn),-10,-6,2
Cc1ccc2c(c1)C1(CC(=O)N(Cc3ccccc3)C1=O)C(=O)N2CCOc1cccc2c1OCCO2 (stereo not drawn),0,-3,-5
O=C(CSc1nnnn1-c1ccccc1)Nc1ccccc1F,-6,-3,0
C=CCNC(=O)N1CCSC12C(=O)N(Cc1ccccc1)c1ccc(F)cc12 (stereo not drawn),-5,-6,10

# Quoted from the results shown (4 entries):
SMILES,mcGAS lum,hcGAS inh,NPYLR7 agonist
O=S(=O)(c1ccccc1)N1CCN(c2ncnc3c2CCNC3)CC1,nt,-4,3
Cc1cccc(CSc2nnc(CNC(=O)c3cccc([N+](=O)[O-])c3)n2-c2cc(Cl)ccc2Cl)c1,1,1,3
CC(C)C(NCC(O)COCc1ccccc1)c1nc(-c2ccc([N+](=O)[O-])cc2)no1 (stereo not drawn),-5,-2,16
O=c1c2cc3c(=O)n(C4CC4)ccc3nc2ccn1-c1ccncc1,nt,0,0
